# mIDH1 inhibitor: human IDH1 R132H inhibition; Potency, µM (highest dose often 76.6 µM), for inactives: at the highest dose activity change, negative = inhibition, actives largely listed as inhibitors; O75874; 0.093% of 390,000 active; IDH1-R132H enzyme, NADPH consumption, diaphorase/resazurin fluorescence; note: potency is the fitted concentration of half-maximal effect; % is set by controls: 0 for no effect and ±100 for the full control effect; nearly all actives have a fitted effect of over 65% in size
#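 IDH1-R132H (0.5 ug/mL dispensed) in pH 7.5 Tris buffer was preincubated 30 min with compound, then given a substrate mix of 0.016 mM NADPH and 2 mM alpha-KG for 80 min at room temperature; remaining NADPH was read by diaphorase/resazurin fluorescence.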
# D2 ag: D2 dopamine receptor (human) agonism; P14416; HEK293 T-REx D2 cells, calcium flux agonist mode; activation, % at 2 µM; 0.53% of 340,000 active;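 active = activation over 3 SD above normal in the single-dose calcium agonist read, cut at about 30% in these data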; note: 0% is about no effect
# Target sequence (P14416 whole entry, looked up): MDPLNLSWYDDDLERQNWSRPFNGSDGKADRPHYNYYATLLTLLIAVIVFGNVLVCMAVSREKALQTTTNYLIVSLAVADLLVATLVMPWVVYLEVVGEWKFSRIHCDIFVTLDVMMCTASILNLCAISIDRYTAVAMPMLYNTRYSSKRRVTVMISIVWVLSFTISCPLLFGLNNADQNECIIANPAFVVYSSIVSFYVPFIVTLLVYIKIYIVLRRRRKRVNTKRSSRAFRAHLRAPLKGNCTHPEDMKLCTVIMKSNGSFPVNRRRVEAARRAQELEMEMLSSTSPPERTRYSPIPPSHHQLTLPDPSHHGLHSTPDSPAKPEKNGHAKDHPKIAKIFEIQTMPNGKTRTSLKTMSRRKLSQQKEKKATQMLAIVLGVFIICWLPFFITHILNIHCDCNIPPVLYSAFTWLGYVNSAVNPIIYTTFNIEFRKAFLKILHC
#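 HEK293 Trex D2 cells, tetracycline-induced, o/n 30 C 5% CO2; no-wash Ca dye, RT 30–90 min; 10-cycle baseline, 23 nl cpd added, kinetic Ca read 180 s; agonist hits = positive Ca response.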
# PI4K2A inh: blocks human PI4K2A kinase activity. 0.13% of 420,000 active. purified PI4K2A, ADP-Glo luminescence, 1 h; stronger effect = lower value. AID 1346378. activity change, negative = inhibition, % at 76.9 µM. Q9BTU6; in the data active = activity change below about -50%; inconclusive = mostly about -30% to -49%;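 note: -100% = wells without enzyme as full effect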
#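 PI4K2A activity was measured by ADP-Glo luminescence: enzyme (4 ug/mL stock) and phosphatidylinositol (1.2 mM stock) in Tris pH 7.5/MgCl2/EGTA/Triton X-100 buffer were reacted with ATP (300 microM stock) for one hour at ambient temperature.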
# TrxR1 inh: blocks rat thioredoxin reductase 1. AID 588453. O89049. Potency, µM (highest dose often 114 µM), for inactives: at the highest dose activity change, negative = inhibition, actives largely listed as inhibitors. 1% of 390,000 active. recombinant rTrxR1, NADPH fluorescence consumption, selenite substrate; note: potency is the fitted concentration of half-maximal effect; % is set by controls: 0 for no effect and ±100 for the full control effect; nearly all actives have a fitted effect of over 65% in size
# Target sequence (O89049 whole entry, looked up): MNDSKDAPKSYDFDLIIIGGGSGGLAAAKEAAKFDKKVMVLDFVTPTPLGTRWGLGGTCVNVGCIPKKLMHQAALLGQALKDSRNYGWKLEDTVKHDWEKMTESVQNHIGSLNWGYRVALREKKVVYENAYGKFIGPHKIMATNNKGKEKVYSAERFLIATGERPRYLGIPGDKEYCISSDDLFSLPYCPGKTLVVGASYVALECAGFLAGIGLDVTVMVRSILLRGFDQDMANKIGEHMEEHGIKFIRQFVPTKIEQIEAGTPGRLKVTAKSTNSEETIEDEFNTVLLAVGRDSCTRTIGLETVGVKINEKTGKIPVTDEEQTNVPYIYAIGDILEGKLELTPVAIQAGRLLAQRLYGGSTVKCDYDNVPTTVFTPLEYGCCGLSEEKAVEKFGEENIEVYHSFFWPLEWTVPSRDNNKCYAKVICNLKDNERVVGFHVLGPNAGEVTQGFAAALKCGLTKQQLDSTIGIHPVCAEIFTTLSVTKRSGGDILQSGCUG
#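 Rat TrxR1 (90 nM in the dispensed reagent) was pre-reduced with 400 uM NADPH for 5 min at room temperature, then incubated with compound for 15 min. After 400 uM selenite was added, NADPH fluorescence (Ex 340/Em 450 nm) was followed for 8 min.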
# TRHR ag: agonists of human TRH receptor; P34981; TRHR cells, calcium flux fluo-8, FDSS agonist mode; activation, % at 2 µM; 0.18% of 360,000 active; in the data active = activation above about 30%; note: 0% is about no effect
#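 Fluo-8-loaded TRHR cells; 10 s baseline, compound added, kinetic Ca2+ fluorescence read 1/s, agonist mode.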
# TRHR PAM: allosterically enhances the human TRH receptor; P34981; TRHR cells, fluo-8 calcium fluorescence, EC20 TRH enhancement; enhancement, % at 2 µM; 0.66% of 360,000 active; AID 493056; in the data active = enhancement above about 30%; note: 0% is about no effect
#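 TRHR-expressing cells loaded with fluo-8 calcium dye were read kinetically (ex 480/em 530) during compound addition, then stimulated with an EC20 of TRH (10 nM final). Enhancement of the Gq-mediated intracellular calcium response was scored.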
# TrxR1 substrate: rat thioredoxin reductase 1 substrate activity. O89049. purified TrxR1 substrate turnover, NADPH consumption readout. Potency, µM (titrated, usually from 114 µM), for the others: at the top dose activity change, negative = substrate turnover. 0.01% of 390,000 active; note: potency is the fitted concentration of half-maximal effect; % is set by controls: 0 for no effect and ±100 for the full control effect; nearly all actives have a fitted effect of over 50% in size
#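 Rat TrxR1, dispensed at 90 nM, was prereduced with 400 uM NADPH (final) for 5 min at ~22 deg C, then incubated with compound 15 min before 400 uM selenite. A first-read NADPH fluorescence drop versus no-compound background flagged substrates.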
# D2 antag: antagonists of human D2 dopamine receptor | P14416 | HEK293 TREx D2 cells, calcium flux, dopamine EC80 | inhibition, % at 10 µM | 2% of 340,000 active | AID 485344; in the data active = inhibition above about 30%; note: 0% is about no effect
#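 Tetracycline-induced HEK293 T-REx cells expressing D2 force-coupled to calcium signalling were dye-loaded, exposed to compound for 180 s, then challenged with an EC80 of dopamine; calcium flux was followed kinetically for a further 180 s.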
# USP1-UAF1 inh: blocks the human USP1/UAF1 deubiquitinase complex; O94782; recombinant USP1/UAF1, Ub-Rhodamine cleavage fluorescence; Potency, µM (titrated, usually from 57.1 µM), for the others: top-dose activity change, negative = inhibition, hits mostly inhibitors; 0.23% of 390,000 active; note: potency is the fitted concentration of half-maximal effect; % is set by controls: 0 for no effect and ±100 for the full control effect; nearly all actives have a fitted effect of over 60% in size; inactives centre near -12
#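 USP1/UAF1 complex at 1 nM was preincubated with compound for 15 min at room temperature, then Ub-Rho substrate (150nM final) was added. Fluorescence (480/540 nm) was read kinetically, 6 reads every 60 seconds.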
# The depositor's hits bear a star; u = inconclusive; x = no result given; [ ] = remark or other dose. Unless noted, calls come from the whole dose curve; as a rule, active = well fitted inhibition curve with a large enough effect; inconclusive = small, poorly fitted or top-dose-only effect; inactive = no such curve, though single readings can be large or run the other way.
SMILES,mIDH1 inhibitor,D2 ag,PI4K2A inh,TrxR1 inh,TRHR ag,TRHR PAM,TrxR1 substrate,D2 antag,USP1-UAF1 inh
COc1ccc(NC(=S)N2CCN(Cc3ccc(C)cc3)CC2)cc1,-7%,-0.2,3,1%[57.1 µM],0.0,-3,2%,-8,0%
Cc1cccc(NC(=O)CSc2nc(-c3ccccc3)cc(=O)[nH]2)c1C,26%,-0.2,-4,0%[57.1 µM],-0.2,-3,-6%[57.1 µM],x,11%
CC1CCc2c(sc3c2C2=NS(=O)(=O)CCN2C=N3)C1 (stereo not given),-2%,0.8,-2,2%,0.2,7,-6%[11.4 µM],1,10%
CCOC(=O)c1sc2ccccc2c1S(=O)(=O)Nc1c(C)cccc1C,13%,1.8,2,14%[57.1 µM],0.0,1,-5%[57.1 µM],x,-31%
COc1cc(C(=O)Nc2ccccc2-c2nnn(CC(N)=O)n2)cc(OC)c1OC,8%,x,0,12%,-0.7,-3,8%,x,3%
CCCCn1c(SCC(N)=O)nnc1-c1ccco1,4%,0.9,4,18%[57.1 µM],-0.7,16,2%[57.1 µM],11,-11%
O=[N+]([O-])/C(C(=C(Cl)Cl)N1CCN(Cc2ccccc2)CC1)=C1\NCCN1Cc1ccc(Cl)nc1,1%,x,0,12%[57.1 µM],0.7,-6,8%[57.1 µM],x,-10%
NC(=O)Cn1nc(C(F)(F)F)c2c1CCCC2,18%,-0.1,0,9%[57.1 µM],0.0,-9,10%[57.1 µM],-12,-15%
CC(NC(=O)Nc1ccccc1)c1ccccc1 (stereo not given),4%,0.5,6,-17%,0.6,-7,-11%,-10,-7%
COc1cccc(-c2cc(C(=O)N/N=C/c3ccco3)c3ccccc3n2)c1,5%,-0.5,-3,-7%[57.1 µM],-0.2,-3,-9%,4,-10%
Cc1sc2nc(CSCC(=O)Nc3cc(F)ccc3F)[nH]c(=O)c2c1C,-9%,-0.4,3,23%,0.3,-2,-4%,2,-11%
CCCc1nn2c(=O)cc(CSCC(=O)Nc3ccc(OC)cc3)nc2s1,4%,0.5,-3,-9%,-0.3,8,-4%,7,-19%
Cc1nn(Cc2ccccc2)c(C)c1NC(=O)c1noc2c1CCc1ccccc1-2,11%,-0.4,-3,7%,-0.6,5,1%,-4,u
CC(C)[C@@H]1NC(=O)c2cc([N+](=O)[O-])cc(I)c2NCCC[C@@H](C(=O)NC(CC(=O)O)C(N)=O)NC(=O)[C@H](CO)NC1=O (stereo not given in full),10%,0.5,-2,-4%,0.1,-9,-3%,18,-25%
CC(C)C(=O)Nc1cc2c3c(c1)CCN3C(=O)CC2,0%,0.0,-6,23%,0.0,-2,9%,24,-16%
Cc1noc(C)c1C(=O)Nc1ccccc1-c1ccccc1,4%,x,5,32%[activator][57.1 µM],-2.4,11,10%[57.1 µM],x,0%
Cc1ccc(C(=O)OC(C)C(=O)NC2CCCCC2C)cc1S(=O)(=O)N1CCOCC1 (stereo not given),5%,0.0,0,7%,-0.8,-2,5%,-6,-15%
COc1ccc(Cl)cc1NC(=O)N1CCC2(CC1)Oc1ccccc1C(=O)N2Cc1ccc(F)cc1,16%,x,0,10%,-0.6,2,-2%,x,u
Cn1c(=O)c(C(=O)COC(=O)c2cc(-c3ccco3)nc3ccccc23)c(N)n(CC2CC2)c1=O,x,-0.4,x,x,0.8,10,x,-10,x
CC(NC(=O)C1CCN(S(=O)(=O)N2CCCCCC2)CC1)c1ccccc1 (stereo not given),7%,-0.5,0,11%,-1.0,9,4%,-3,-11%
CCC(CC)C(=O)N1CCc2cc(OC)c(OC)cc2C1COc1ccccc1OC (stereo not given),-7%,0.4,2,15%[57.1 µM],-1.0,-3,5%[57.1 µM],x,-19%
CCc1ccc(/C=N/n2c(C3CCCCC3)n[nH]c2=S)cc1,3%,-0.9,-6,-7%,-1.0,-13,1%,6,-23%
Cc1ccccc1-n1c(=O)cc(N2CCC3(CC2)OCCO3)[nH]c1=O,2%,1.6,-2,u,0.2,7,-7%,-1,-1%
CC1(C)CC(=O)C2=C(C1)Nc1ccccc1NC2c1ccccn1 (stereo not given),13%,16,-5,-3%[57.1 µM],-1.4,-1,-12%,0,-2%
CN(C(=O)CC1C(=O)NCCN1Cc1ccc2ccccc2c1)C1CCOCC1 (stereo not given),0%,1.1,-4,40µM*,0.2,-3,-7%,19,-16%
CC(C)(C)c1ccc(NC(=O)N2CCCN(c3c(Cl)cncc3Cl)CC2)cc1,4%,0.2,-3,30%,0.7,-5,2%,-14,-20%
Fc1ccccc1NC(=S)NC1CCCC1,2%,x,4,-3%,1.1,-3,4%[2.29 µM],x,-9%
O=[N+]([O-])c1c(Nc2ccccc2O)ccc2nonc12,25%,0.7,-6,21%[57.1 µM],-1.2,-4,10%[57.1 µM],0,2%
CCOC(=O)Nc1ccc2c(c1)N(C(=O)CCN(CC)CC)c1ccccc1S2=O (stereo not given),-1%,0.3,10,28µM*,0.8,2,5%[57.1 µM],6,-7%
Cn1nc(C(=O)Nc2nc3ccccc3[nH]2)ccc1=O,-12%,1.4,-3,14%,-0.4,0,-4%,-1,-10%
O=C(NCc1ccccc1)N[C@@H](Cc1ccccc1)C(=O)O,13%,0.5,6,-4%,0.9,0,-6%,-4,0%
COc1ccc(Oc2nnc(C)c3ccccc23)cc1,2%,-0.2,-3,2%,-0.4,4,4%,-12,0%
COc1ccc(CCNC(=O)C2CCN(c3nn4c(=O)cc(C)nc4s3)CC2)cc1OC,0%,-0.6,10,-10%,1.2,0,-8%,8,6%
Cc1ccc(S(=O)(=O)N(C)c2ccc(C(=O)Nc3cccc(C)n3)cc2)cc1,9%,-0.1,1,12%,-2.3,-10,0%,-7,-25%
O=C(CCCCCNC(=O)c1ccccc1)N/N=C/c1ccccc1,6%,-0.6,5,15%[57.1 µM],-0.7,1,11%[57.1 µM],-6,-9%
CCOc1ccc(C2CC(c3cccc(OC)c3)Nc3nc(N)nn32)cc1 (stereo not given),-8%,x,-2,15%[57.1 µM],1.1,1,9%[57.1 µM],x,-14%

# Structural class: the compounds so far containing a thiophene ring, fused or not (3)
SMILES,mIDH1 inhibitor,D2 ag,PI4K2A inh,TrxR1 inh,TRHR ag,TRHR PAM,TrxR1 substrate,D2 antag,USP1-UAF1 inh
CC1CCc2c(sc3c2C2=NS(=O)(=O)CCN2C=N3)C1 (stereo not given),-2%,0.8,-2,2%,0.2,7,-6%[11.4 µM],1,10%
CCOC(=O)c1sc2ccccc2c1S(=O)(=O)Nc1c(C)cccc1C,13%,1.8,2,14%[57.1 µM],0.0,1,-5%[57.1 µM],x,-31%
Cc1sc2nc(CSCC(=O)Nc3cc(F)ccc3F)[nH]c(=O)c2c1C,-9%,-0.4,3,23%,0.3,-2,-4%,2,-11%

# Next part
SMILES,mIDH1 inhibitor,D2 ag,PI4K2A inh,TrxR1 inh,TRHR ag,TRHR PAM,TrxR1 substrate,D2 antag,USP1-UAF1 inh
Clc1ccccc1/C=C/c1nc(-c2cccnc2)no1,-2%,-0.2,-1,18%,-0.1,-6,0%,3,-21%
CCOc1ccc(CCNC(=O)CSCc2nc(-c3cccc(C)c3)oc2C)cc1OCC,-1%,-1.1,1,21%,0.6,0,1%,x,-16%
CCOc1cccc(C(=O)Nc2ccc3[nH]ncc3c2)c1,4%,0.8,-7,4%[11.4 µM],-0.3,-4,10%[2.29 µM],-13,-15%
COC(=O)/C=C1\C(=O)N(c2nc3ccc(OC)cc3s2)C(=S)N1c1ccc(F)cc1,x,0.8,x,x,0.0,12,x,-7,x
Cc1ccc(CNC(=O)c2cc(C)nc3c2c(C)nn3-c2ccc(C)cc2)cc1,-11%,x,-2,19%,-0.2,-4,15%,x,-20%
Cc1nnc(SCC(=O)Nc2sc3c(c2C(=O)c2ccccc2)CCCC3)s1,-1%,-0.6,-1,-8%,-0.3,-5,-11%,4,-7%
O=C(CSc1nnc2c(n1)[nH]c1ccccc12)Nc1cccc(S(=O)(=O)N2CCOCC2)c1,-15%,1.2,4,10%,0.6,-3,-4%,-4,-5%
Cc1ccc(C(=O)N(Cc2cccs2)C2CCS(=O)(=O)C2)cc1 (stereo not given),-8%,0.5,4,31%,0.0,5,1%,-8,-2%
O=C(COC(=O)c1ccc(N2CCCC2=O)cc1)Nc1ccccc1,-13%,0.4,0,0%,1.0,-2,-1%,-9,-3%
Cc1cccc(NC(=O)NC2CC(=O)N(c3ccc4c(c3)OCCO4)C2)n1 (stereo not given),11%,0.2,1,-6%,-1.9,-6,-3%,-35,-3%
O=C(COc1ccccc1Cl)NNC(=O)c1ccc(-n2cncn2)c([N+](=O)[O-])c1,9%,0.2,-2,7%,0.4,5,2%,-38,-4%
O=c1c2[nH]c3ccccc3c2nc2n1CCS2,0%,-0.4,0,31%[57.1 µM],-0.1,11,-1%[57.1 µM],10,-11%
COc1cc(-c2nn3c(Cc4ccccc4)nnc3s2)cc(OC)c1OC,8%,-0.8,6,13%,-0.1,2,21%,12,-18%
O=C(NCC1CCCO1)/C(=C\c1cccc([N+](=O)[O-])c1)NC(=O)c1ccccc1 (stereo not given),0%,0.1,2,9%[57.1 µM],-0.1,-3,8%[57.1 µM],10,-18%
CCCC(O)(CCC)C(=O)NNc1ccc(C)cc1,-4%,0.2,3,1%,-0.7,0,-3%,2,-5%
CC1=C(c2ccc(F)cc2)S(=O)(=O)N=C1N1CCC(C(=O)NCCc2ccco2)CC1,x,x,-16,-7%[57.1 µM],-0.7,-4,-5%[57.1 µM],x,-21%
O=[N+]([O-])c1ccc(-c2nc(NCC3CCCO3)c3ccccc3n2)cc1 (stereo not given),7%,1.7,2,11%[57.1 µM],0.8,0,-21%[57.1 µM],0,-18%
O=C(Nc1ccc2oc(-c3ccccc3F)nc2c1)c1cncc(Br)c1,-12%,0.1,1,1%[57.1 µM],0.4,8,0%[57.1 µM],-8,-5%

# Compound activity: PubChem BioAssay, National Center for Advancing Translational Sciences (NCATS)
